Screens: PubChem, several laboratories
Shn3 3UTR inh = reduction of Shn3 3'UTR firefly luciferase signal, primary screen, Schnurri-3 inhibitor project, cell-based, Clone20 osteoblasts, set 2 | Clone20 osteoblast Shn3 3'UTR firefly luciferase, 24 h | inhibition, % at 12.5 µM | actives 0.52% (n = 360,000);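 active = mean inhibition of at least 75% with every replicate also reaching 75%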;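 also: 0% = median of neutral control wells and 100% = pilot-screen positive control compound; some compounds past the cut are filed as inactive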
NR2E3 ag-1 = NR2E3 agonists in two-hybrid cells, primary screen, cell-based, luminescence, CHO-S, Gal4-NCOR/VP16-NR2E3; Photoreceptor-specific nuclear receptor (Homo sapiens), Q9Y5X4; luciferase; inhibition of corepressor binding, % at 3.98 µM; actives 0.35% (n = 360,000); AID 602229, 2012;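 active = inhibition above the mean of all tested compounds plus 3 SD, cut at about 70% in these data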;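 also: 0% = DMSO with NR2E3 transfected cells and 100% = cells lacking NR2E3 construct; higher means lower luciferase signal from less NR2E3 corepressor binding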
Target sequence (Q9Y5X4 whole entry, looked up, the tested form may be a part): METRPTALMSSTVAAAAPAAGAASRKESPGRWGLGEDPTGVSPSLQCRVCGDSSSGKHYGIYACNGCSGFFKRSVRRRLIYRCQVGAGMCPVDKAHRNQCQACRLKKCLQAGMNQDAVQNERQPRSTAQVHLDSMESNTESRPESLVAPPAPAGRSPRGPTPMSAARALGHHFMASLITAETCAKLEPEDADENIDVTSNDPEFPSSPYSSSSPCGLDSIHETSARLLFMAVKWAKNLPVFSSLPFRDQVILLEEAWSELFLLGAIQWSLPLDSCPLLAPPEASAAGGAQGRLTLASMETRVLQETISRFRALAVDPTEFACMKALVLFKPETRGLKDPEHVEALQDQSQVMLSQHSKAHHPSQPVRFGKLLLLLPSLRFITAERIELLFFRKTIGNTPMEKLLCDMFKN
CF NFkB inh = inhibitors of PAF-induced NF-kB signaling, primary screen, cell-based, GFP fluorescence, uHTS; KKLEB NF-kB-GFP reporter, GFP fluorescence overnight; inhibition, % at 5 µM; actives 0.86% (n = 360,000); AID 588850, 2011;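 active = at least 50% inhibition at 5 µM, scaled per plate between neutral and stimulator controls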;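 also: PAF is a Pseudomonas aeruginosa culture filtrate used as stimulus; plate controls were PAF-stimulated DMSO wells for no effect and unstimulated DMSO wells for full effect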
hiPSC survival = enhancers of single-cell hiPSC survival, primary screen, ATPlite luminescence | 100% = ROCK inhibitor wells, 0% = DMSO | survival enhancement, % at 20 µM | actives 0.044% (n = 360,000) | AID 602274, 2012; in the data active = survival enhancement above about 18%;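 also: cells exposed to compounds for 16 hours before the ATP read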
aDG glyco act = activators of alpha-DG glycosylation, primary screen, uHTS, Pro5-aDG cells, AlphaScreen. alpha-DG glycosylation AlphaScreen (IIH6); 0% Pro5, 100% B10-LARGE cell signal. activation, % at 10 µM. actives 0.22% (n = 360,000);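 active = activation of at least 8% versus controls, or a plate z-score of at least 8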;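 also: Pro5 are CHO cells carrying HIG-tagged alpha-DG that lacks glycosylation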
TWEAK-Fn14 inh = inhibitors of TWEAK-Fn14 signaling, primary screen, luciferase reporter cells, uHTS; actives 2% (n = 360,000); inhibition, % at 10 µM; TWEAK-stimulated Fn14 reporter cells, luciferase luminescence, 8 h; in the data active = inhibition above about 50%
Peg3 promoter = Peg3 promoter-driven luciferase inhibitors, primary screen, cell-based, HeLa, luciferase luminescence; inhibition, % at 20 µM; HeLa PEG-Prom luciferase reporter, overnight; actives 1.7% (n = 360,000); AID 588405, 2011;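 active = inhibition of at least 50% at 20 µM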
KKLEB tox = cytotoxicity in KKLEB CF airway cells, primary screen, cytotoxicity control for CF NF-kB inhibitor project, cell-based, uHTS, fluorescence assay plates; KKLEB CF airway cells viability, ATPlite luminescence, overnight; active compounds read low; cells stimulated with P. aeruginosa culture filtrate; actives 0.36% (n = 360,000); activity change (cytotoxicity), % at 5 µM;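 active = corrected activity change at or below -50% at 5 µM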
TRPM1 prom inh = inhibitors of MITF-dependent TRPM1 promoter reporter, primary screen, cell-based, SK-MEL-5, single point, luciferase | actives 0.83% (n = 330,000) | inhibition, % at 12.5 µM | SK-MEL-5 TRPM1 promoter luciferase, 24 h;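 active = mean inhibition across replicates of 60% or more, whatever share of single replicates reaches that level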; also: values of inactives mirror those of a sister screen read the other way
NR2E3 ag-2 = inhibitors of NR2E3-RetCOR corepressor binding, primary screen, NR2E3 agonist project, biochemical, TR-FRET, GST-NR2E3, biotin-RetCOR | 1536-well | inhibition of corepressor binding, % at 4.78 µM | actives 0.12% (n = 320,000) | AID 2300, 2010;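 active = percent inhibition above the cutoff of mean plus 3 SD of all tested compounds, set per screening campaign, cut at about 20% in these data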;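 also: 0% = DMSO wells and 100% = biotin wells as full block of FRET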
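Material – GST-tagged NR2E3 plus biotinylated RetCOR corepressor · Quantity – NR2E3 fusion 1.35 nM · Times – 5 h incubation at 4 °C · Medium – pH 7.5 Tris-based buffer · Technique – TR-FRET, Eu(K)-anti-GST donor, streptavidin-D2 acceptor, ex 340, em 617/671 nm · Benchmarks – high control biotin, low control 0.6% DMSO · Format – 1536-well plates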
HIF-2a block = HIF-2a reporter inhibitors, primary screen, luminescence, 786-0 RCC cells; 786-0 RCC cells HIF-2a reporter, luciferase luminescence, overnight; inhibition, % at 18.8 µM; actives 0.72% (n = 360,000); AID 624352, 2012;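 active = inhibition of the luminescence signal of 40% or more relative to plate controls, in a single-dose primary screen at 18.75 µM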
Starred values were filed as active, the others as inactive; nt = no result given.

cpd | compound | Peg3 promoter | hiPSC survival | aDG glyco act | Shn3 3UTR inh | TWEAK-Fn14 inh | NR2E3 ag-2 | CF NFkB inh | KKLEB tox | HIF-2a block | TRPM1 prom inh | NR2E3 ag-1
1 | COc1ccc(-n2ncc(S(=O)(=O)c3ccccc3)c2-c2ccc(Cl)cc2)cc1 | 41 | -2.5 | 0.0 | 19 | 40 | 1 | -4 | 0 | 8 | 5 | -5
2 | CCN(C(=O)c1coc(=O)c(Br)c1)c1ccc2c(c1)OCO2 | 8 | 0.8 | 0.1 | -2 | -14 | 2 | -8 | 1 | -7 | 9 | 11
3 | COCCCNC(=O)c1ccc(CN2CCc3ccccc3C2)cc1 | 4 | -0.6 | 0.0 | 3 | 3 | 1 | 2 | 9 | 1 | 8 | 0
4 | CCNC(=S)N(Cc1c(C)noc1C)c1ccccc1 | 11 | -2.1 | -0.2 | -7 | 17 | -2 | -18 | -3 | 11 | 1 | 9
5 | O=C1CCC(C(=O)OC(C(=O)c2c[nH]c3ccccc23)c2ccccc2)=NN1 (centres undefined) | 9 | -0.1 | -0.2 | 7 | -5 | -1 | 16 | -7 | 14 | 18 | -11
6 | CC(=O)NC1CC2CCCC(C1)N2C(=O)Nc1ccc(Cl)c(C(F)(F)F)c1 (centres undefined) | 14 | -0.6 | 0.2 | 4 | -8 | 4 | 2 | 9 | 21 | 17 | -11
7 | Cc1nc(Nc2ccc3c(c2)OCO3)c2oc3ccccc3c2n1 | -44 | 0.1 | 0.1 | -18 | -14 | 0 | -16 | 6 | -106 | -32 | -15
8 | Cc1ccc(N2C(=O)NC(C(F)(F)F)(C(F)(F)F)C3=C2CC(C)(C)CC3=O)cc1 | 0 | -2.1 | 0.0 | 20 | 4 | -2 | -1 | 2 | 23 | 11 | -26
9 | COc1ccccc1N1CCN(S(=O)(=O)CCNC(=O)C2CC2)CC1 | 8 | -0.3 | -0.1 | -4 | 10 | -2 | -14 | 9 | 15 | 9 | 8
10 | COc1ccc2oc3c(ccc[n+]3C)c(=O)c2c1 | 10 | -0.7 | -0.2 | -8 | 8 | nt | 9 | 5 | 11 | nt | -2
11 | Cc1cccc(NC(=O)/C(C#N)=C\c2cc(C)n(-c3ccc(C(=O)O)cc3)c2C)c1 | -5 | 1.9 | -0.1 | -14 | 5 | 1 | 2 | -3 | 1 | -8 | -39
12 | Cc1csc(NC(=O)CCCSc2nc3ccccc3s2)n1 | -6 | 6.8 | -0.1 | -6 | 19 | -4 | 10 | 3 | -7 | 8 | 25

Entries 1–10, reprinted for reference:
cpd | compound | Peg3 promoter | hiPSC survival | aDG glyco act | Shn3 3UTR inh | TWEAK-Fn14 inh | NR2E3 ag-2 | CF NFkB inh | KKLEB tox | HIF-2a block | TRPM1 prom inh | NR2E3 ag-1
1 | COc1ccc(-n2ncc(S(=O)(=O)c3ccccc3)c2-c2ccc(Cl)cc2)cc1 | 41 | -2.5 | 0.0 | 19 | 40 | 1 | -4 | 0 | 8 | 5 | -5
2 | CCN(C(=O)c1coc(=O)c(Br)c1)c1ccc2c(c1)OCO2 | 8 | 0.8 | 0.1 | -2 | -14 | 2 | -8 | 1 | -7 | 9 | 11
3 | COCCCNC(=O)c1ccc(CN2CCc3ccccc3C2)cc1 | 4 | -0.6 | 0.0 | 3 | 3 | 1 | 2 | 9 | 1 | 8 | 0
4 | CCNC(=S)N(Cc1c(C)noc1C)c1ccccc1 | 11 | -2.1 | -0.2 | -7 | 17 | -2 | -18 | -3 | 11 | 1 | 9
5 | O=C1CCC(C(=O)OC(C(=O)c2c[nH]c3ccccc23)c2ccccc2)=NN1 (centres undefined) | 9 | -0.1 | -0.2 | 7 | -5 | -1 | 16 | -7 | 14 | 18 | -11
6 | CC(=O)NC1CC2CCCC(C1)N2C(=O)Nc1ccc(Cl)c(C(F)(F)F)c1 (centres undefined) | 14 | -0.6 | 0.2 | 4 | -8 | 4 | 2 | 9 | 21 | 17 | -11
7 | Cc1nc(Nc2ccc3c(c2)OCO3)c2oc3ccccc3c2n1 | -44 | 0.1 | 0.1 | -18 | -14 | 0 | -16 | 6 | -106 | -32 | -15
8 | Cc1ccc(N2C(=O)NC(C(F)(F)F)(C(F)(F)F)C3=C2CC(C)(C)CC3=O)cc1 | 0 | -2.1 | 0.0 | 20 | 4 | -2 | -1 | 2 | 23 | 11 | -26
9 | COc1ccccc1N1CCN(S(=O)(=O)CCNC(=O)C2CC2)CC1 | 8 | -0.3 | -0.1 | -4 | 10 | -2 | -14 | 9 | 15 | 9 | 8
10 | COc1ccc2oc3c(ccc[n+]3C)c(=O)c2c1 | 10 | -0.7 | -0.2 | -8 | 8 | nt | 9 | 5 | 11 | nt | -2

(more compounds)
cpd | compound | Peg3 promoter | hiPSC survival | aDG glyco act | Shn3 3UTR inh | TWEAK-Fn14 inh | NR2E3 ag-2 | CF NFkB inh | KKLEB tox | HIF-2a block | TRPM1 prom inh | NR2E3 ag-1
13 | COc1ccc(CNC(=O)C2CCN(S(=O)(=O)N3CCC(C)CC3)CC2)c(OC)c1 | 9 | 0.6 | 0.1 | 8 | -6 | nt | 5 | -1 | 6 | nt | 17
14 | Cc1ccc2nnn(Cc3cccc(C(C)(C)C)c3O)c2c1 | -3 | 1.1 | 1.6 | 85 | 1 | -1 | -9 | -5 | -3 | -3 | 37
15 | Cc1ccc(NC(=O)c2cccs2)cc1NC(=O)c1cccnc1 | 1 | -1.9 | 0.3 | 5 | -17 | -4 | 23 | -6 | 4 | 15 | 14
16 | CCn1c(C(=O)N2CCc3ccccc3C2)cc2sccc21 | -30 | 1.3 | 3.7 | -10 | -6 | 0 | -7 | -12 | -104 | -10 | 8
17 | Cc1nc(NC(=O)CSc2nc3cccnc3n2C2CCCCC2)sc1C | 17 | -0.7 | -0.3 | 1 | -14 | -2 | 18 | -12 | 17 | 55 | -4
18 | Cc1cc(CN2CCN(CCC#N)CC2)c(O)c(C2(C)CCCCC2)c1 | 32 | 4.1 | -0.2 | 18 | 0 | 2 | -3 | -1 | 23 | 4 | 2
19 | COc1cc(OC)cc(C(=O)Nc2ccc(N3CCOCC3)cc2N2CCOCC2)c1 | 2 | 0.6 | -0.3 | 1 | 6 | 2 | 22 | 9 | -2 | -2 | -27
20 | O=C1CCC(C(=O)Nc2ccc(OC(F)F)cc2)N1 (centres undefined) | 0 | -0.6 | 0.0 | -8 | 0 | -3 | 8 | -5 | 15 | 3 | -22
21 | Cc1c(Cl)cccc1NC(=S)N(Cc1cccnc1)Cc1ccccc1Cl | 19 | -0.7 | 1.1 | -19 | -8 | 0 | -10 | 5 | 8 | 11 | -20
22 | COc1c(F)c(F)c(C(=O)O)c(Nc2cc(C)cc(C)c2)c1F | -8 | 8.0 | 0.1 | -3 | -24 | -1 | -19 | 0 | 6 | 5 | 23
23 | CCCc1c(C(=O)N/N=C(\C)c2ccc(CC(C)C)cc2)nnn1-c1nonc1N | 4 | 1.4 | 0.4 | -10 | -44 | nt | -37 | 8 | 6 | nt | -9
24 | CCN1C(=O)c2ccc(C(=O)NCc3ccccc3)cc2C1=O | 7 | -1.4 | -0.2 | -1 | -1 | -2 | -5 | 1 | 9 | 1 | -3
